# RBX1-CUL1 inh: blocks human RBX1-Cullin-1 di-ubiquitin formation | actives 0.6% (n = 140,000) | in vitro K48 di-Ub FRET, acceptor:donor ratio, 45 min | P62877+Q13616 | inhibition, % at 10 µM; in the data active means inhibition above about 25%
# Target sequence (P62877 whole entry, looked up): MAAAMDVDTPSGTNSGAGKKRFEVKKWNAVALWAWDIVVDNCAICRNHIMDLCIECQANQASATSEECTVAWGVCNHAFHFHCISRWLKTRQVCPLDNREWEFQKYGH
# Target sequence (Q13616 whole entry, looked up): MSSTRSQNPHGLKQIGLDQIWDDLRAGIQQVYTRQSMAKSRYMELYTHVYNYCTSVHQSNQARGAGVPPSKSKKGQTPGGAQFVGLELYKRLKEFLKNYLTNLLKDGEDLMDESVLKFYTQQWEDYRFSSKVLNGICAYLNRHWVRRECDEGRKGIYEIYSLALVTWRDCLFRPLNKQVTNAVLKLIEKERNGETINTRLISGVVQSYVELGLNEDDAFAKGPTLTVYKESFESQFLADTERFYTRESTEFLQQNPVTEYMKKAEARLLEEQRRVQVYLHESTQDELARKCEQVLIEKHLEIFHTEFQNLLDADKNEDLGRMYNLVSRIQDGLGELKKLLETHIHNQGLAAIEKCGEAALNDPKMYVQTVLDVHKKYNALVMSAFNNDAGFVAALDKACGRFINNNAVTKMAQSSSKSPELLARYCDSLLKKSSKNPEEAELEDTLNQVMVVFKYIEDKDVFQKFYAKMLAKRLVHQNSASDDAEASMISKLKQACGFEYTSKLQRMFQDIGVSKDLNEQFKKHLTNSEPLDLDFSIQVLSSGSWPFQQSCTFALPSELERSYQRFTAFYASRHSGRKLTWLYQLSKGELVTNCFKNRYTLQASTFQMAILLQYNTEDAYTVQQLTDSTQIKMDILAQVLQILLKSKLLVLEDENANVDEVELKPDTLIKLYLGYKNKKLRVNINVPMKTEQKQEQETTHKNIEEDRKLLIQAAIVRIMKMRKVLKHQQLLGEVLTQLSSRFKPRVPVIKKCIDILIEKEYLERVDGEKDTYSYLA
# * hit, by the source's call. This is a subset; the hit share may differ from the screen's.
Structure	RBX1-CUL1 inh
COc1cc(/C=C2\SC(=O)N(CC(=O)N3CCOCC3)C2=O)ccc1OC(C)C	-5.6
Cc1ccccc1C(=O)Nc1ccc2nc(SCC(=O)N3CCc4ccccc43)sc2c1	-11.3
CCOC(=O)CON1C(=O)C(C)(C)N(OCC(=O)OCC)C(=O)C1(C)C	1.1
CCCCCCCCOc1ccc(N=C(C)C(C)=Nc2ccc(OCCCCCCCC)cc2)cc1	-6.1
O=C(CSc1cnccc1C(=O)O)c1ccccc1	-4.1
C[C@@H]1CN(C(=O)c2ccc(OC3CCN(C(=O)C4CC4)CC3)cc2)C[C@H](C)O1	-1.0
Cn1c(Oc2cccc(Cl)c2)nc2c1c(=O)n(Cc1ccccc1Cl)c(=O)n2C	6.6
COc1ccc2c(c1)NC(c1ccc(OCC(C)C)cc1)=NC(c1ccncc1)=N2	2.1
Cc1cc(C)c2sc(NC(=O)c3ccc(S(=O)(=O)N4CCOCC4)cc3)nc2c1	4.6
N#Cc1nc(COc2cccc(Cl)c2)oc1NCCc1ccccc1	7.1
CCOc1ccc(NC(=O)CCCN2C(=O)C(c3ccccc3)Oc3cccnc32)cc1 (configuration not stated)	1.0
COc1ccc(C(=O)NNC(=S)Nc2ccc(F)cc2)cc1	-0.9
CCOc1cc([N+](=O)[O-])cc(C=Nc2ccc3oc(-c4ccc(N(C)C)cc4)nc3c2)c1O	4.0
COc1ccc(-c2c(C#N)c(SCC(=O)Nc3ccccc3C)nc(C)c2C(=O)Nc2ccc(Cl)cc2)cc1	5.4
CCCC(CCC)c1n[nH]c2c1CN(S(=O)(=O)N1CCOCC1)CC2	4.1
CC(=O)c1cc(C(=O)Nc2cc(C)cc(C)c2)c2ccccn12	0.9
COc1ccc(N2CCN(C(=O)CN3C(=O)C4CCCCC4C3=O)CC2)cc1 (configuration not stated)	-0.3
CNc1nc(SC(C)C(=O)Nc2ccc(Cl)c(Cl)c2)nc(N2CCOCC2)n1 (configuration not stated)	-3.0
COc1cccc(CC(C2CCN(C(=O)c3ccccc3OC)CC2)N(C)C(=O)c2ccsc2)c1 (configuration not stated)	-3.6
CCN(CC)CCN1C(=O)C(=O)C(C(=O)c2ccc(OC(C)C)c(C)c2)C1c1ccc(F)cc1 (configuration not stated)	-8.1

# Single entries from the entries so far:
# For RBX1-CUL1 inh, `N#Cc1nc(COc2cccc(Cl)c2)oc1NCCc1ccccc1` is entered as 7.1
# For RBX1-CUL1 inh, `O=C(CSc1cnccc1C(=O)O)c1ccccc1` is entered as -4.1
# For RBX1-CUL1 inh, `Cc1cc(C)c2sc(NC(=O)c3ccc(S(=O)(=O)N4CCOCC4)cc3)nc2c1` is entered as 4.6
# For RBX1-CUL1 inh, `CNc1nc(SC(C)C(=O)Nc2ccc(Cl)c(Cl)c2)nc(N2CCOCC2)n1` (configuration not stated) is entered as -3.0
# For RBX1-CUL1 inh, `CCCCCCCCOc1ccc(N=C(C)C(C)=Nc2ccc(OCCCCCCCC)cc2)cc1` is entered as -6.1
# For RBX1-CUL1 inh, `CCN(CC)CCN1C(=O)C(=O)C(C(=O)c2ccc(OC(C)C)c(C)c2)C1c1ccc(F)cc1` (configuration not stated) is entered as -8.1

# The listing picks up, starting three compounds before the break.
Structure	RBX1-CUL1 inh
CNc1nc(SC(C)C(=O)Nc2ccc(Cl)c(Cl)c2)nc(N2CCOCC2)n1 (configuration not stated)	-3.0
COc1cccc(CC(C2CCN(C(=O)c3ccccc3OC)CC2)N(C)C(=O)c2ccsc2)c1 (configuration not stated)	-3.6
CCN(CC)CCN1C(=O)C(=O)C(C(=O)c2ccc(OC(C)C)c(C)c2)C1c1ccc(F)cc1 (configuration not stated)	-8.1
O=C(COC(=O)c1cccnc1)Nc1nc(-c2ccccc2)cs1	1.6
O=C1NC(=S)N(c2ccccc2F)C(=O)/C1=C\c1ccc(N2CCCCC2)cc1	10.3
COc1ccc(-c2sc3cc(OC)ccc3c2Br)cc1	-12.1
CC(C)(C)c1ccc(C(=O)NCCc2c[nH]c3ccccc23)cc1	-0.8
O=C(N/N=C/c1cccs1)C1CC2CCC1C2 (configuration not stated)	-3.1
O=C1Oc2ccccc2C2(O)C3CCCCCC3C12 (configuration not stated)	4.2
O=C(c1cc2nc(-c3cccs3)cc(C(F)(F)F)n2n1)N1N=C(C(F)F)CC1(O)C(F)F (configuration not stated)	-7.9
Cc1cc(C)cc(/C=C/c2ccc3ccccc3c2)c1	-2.4
CCC(C(=O)Nc1ccc(S(=O)(=O)N2CCC(C)CC2)cc1)c1ccccc1 (configuration not stated)	11.1
CCCC1S/C(=N/N=C/c2cccs2)NC1=O (configuration not stated)	-7.7
Nc1nc(Nc2ccc(Cl)cc2)n[nH]1	10.0
CCc1ccc(NC(=O)CSc2nc3c(oc4ccccc43)c(=O)n2-c2cccc(C)c2)cc1	-0.9
O=C1Cc2cc(S(=O)(=O)N3CCCCC3)cc3c2N1CCC3	-6.1
C=CCOc1ccc(Cl)cc1CNCCNC(=O)c1nonc1N	-12.5
CCOc1ccc(NC(=O)CC2C(=O)N(c3ccccc3)C(=O)N2Cc2ccc3c(c2)OCO3)cc1 (configuration not stated)	-0.2
CC(C)(C)NC(=O)Cn1cc(S(=O)(=O)Cc2ccccc2Cl)c2ccccc21	-10.1
FC(F)(F)c1ccc(NCn2cnc3ccccc32)cc1	1.3
Cc1onc(-c2ccccc2)c1C(=O)NC(C)C(C)(C)C (configuration not stated)	3.6
COc1ccc(OC)c(CC(=O)N2CCOc3ccc(CN4CCN(CCO)CC4)cc3C2)c1	6.1
CCOc1ccccc1-c1cc(C(=O)N=Nc2c(O)[nH]c3ccccc23)[nH]n1	5.1

# Already shown: three of the compounds above.
Structure	RBX1-CUL1 inh
CCC(C(=O)Nc1ccc(S(=O)(=O)N2CCC(C)CC2)cc1)c1ccccc1 (configuration not stated)	11.1
CCCC1S/C(=N/N=C/c2cccs2)NC1=O (configuration not stated)	-7.7
Nc1nc(Nc2ccc(Cl)cc2)n[nH]1	10.0

# Carrying on:
Structure	RBX1-CUL1 inh
C/C=C/Cn1c(=O)c2c(nc3n(CCO)c(C)cn23)n(C)c1=O	8.1
COc1ccccc1-n1nc(-c2ccccc2)c2cnc3c(F)cc(F)cc3c21	1.6
Cc1cnccc1CN(C)C(=O)CC1C(=O)NCCN1Cc1ccccc1 (configuration not stated)	-1.9
CC(C)C(=O)Nc1ccc(N2CCN(C(=O)C(C)(C)C)CC2)cc1	-1.7
Cn1cc(/C=N/NC(=O)COc2ccc(Cl)cc2Cl)c2ccccc21	-1.4
CC(Oc1ccc(Cl)cc1Cl)C(=O)Nc1cccc(C#N)c1 (configuration not stated)	4.3
COc1ccc(-c2csc(NC(=O)C34CC5CC(CC(C5)C3)C4)n2)cc1C	6.4
O=C1NC(=O)C(=Cc2ccc(OCc3cccc4ccccc34)cc2)C(=O)N1	-3.3
CCOC(=O)c1cnc2c(Cl)c(Cl)ccc2c1NCCN1CCOCC1	-3.0
Cc1ccc(NC(=O)CC2Sc3ccccc3NC2=O)cc1 (configuration not stated)	1.7
O=C(Cn1nnc(-c2ccccc2Cl)n1)Nc1ccc(Br)cc1	2.6
CCSc1ncc(Cl)c(C(=O)Nc2ccc(S(=O)(=O)N3CCCCC3CC)cc2)n1 (configuration not stated)	-1.1
Nc1cc(Cl)ccc1/C=N/N=C/c1ccc(Cl)cc1N	5.4
CCN(CC)CC(O)COc1cc(CN2CCC(CO)CC2)ccc1OC (configuration not stated)	6.6
CCN(CC)C1=NC(C)=C(C(=O)OC(C)C)C(c2ccccc2C(F)(F)F)S1 (configuration not stated)	4.3
CCn1cc(S(=O)(=O)c2ccc(C)cc2C)c(=O)c2cc(F)c(N3CCCC3)cc21	-0.9
O=C(CSc1ccccc1C(=O)O)Nc1nccs1	2.9
COC(=O)CCCNc1nc(CN2CCN(c3ccccc3)C(=O)C2)nc2ccccc12	-6.3
O=C1CCCc2cc(S(=O)(=O)NCC3CCC(C(=O)Nc4ccccc4F)CC3)ccc2N1 (configuration not stated)	-1.8
Cn1nc(C(=O)Nc2ccccc2C#N)c2c1-c1ccccc1SC2	-3.1

# Carrying on:
Structure	RBX1-CUL1 inh
COc1ccccc1Nc1c2c(nc3ccc(NC(=O)c4ccc(OC)c(OC)c4)cc13)CCCC2	1.2
COc1ccc2c(OC)cc(-c3ccccc3)nc2c1	-9.7
CN(CCC(=O)NCc1nc(NC2CCCC2)c2cc(Cl)ccc2n1)C1CCS(=O)(=O)C1 (configuration not stated)	-0.9
Cc1cc(C)c(NC(=O)Cn2nnc(C(=O)NCc3cccs3)c2N)c(C)c1	-3.7
O=C(NCc1ccccn1)C1CCCN(C2CCN(CC3CCCC3)CC2)C1 (configuration not stated)	-6.8
Cc1cc(C(F)(F)F)c(C#N)c(SCC(=O)Nc2ccc(F)cc2)n1	-0.3
COC(=O)C(NC(=O)c1ccc(C)cc1)(Nc1ccccn1)C(F)(F)F (configuration not stated)	3.8
CCC(NC(=O)c1ccc(OC2CCN(C(=O)CCOC)CC2)cc1)c1ccncc1 (configuration not stated)	1.4
CCN(CC)c1ncc2c(NCc3ccccc3)nc(SCC(N)=O)nc2n1	6.0
Cc1c(-c2ccc(Cl)cc2Cl)nc2ccccc2c1C(=O)N1CCN(C(=O)c2ccco2)CC1	0.8
CCC(=O)NC(=S)N(CC)c1ccccc1	-0.7
Cc1ccc(CNC(=O)CCNS(=O)(=O)c2ccc3c(c2)oc(=O)n3C)cc1	7.1
Cc1sc(NC(=O)c2cccc(OC(C)C)c2)c(C(N)=O)c1C	6.1
O=C1CN(C(=O)c2ccc(N3CCCCC3)cc2)c2ccccc2N1	5.0
CN(Cc1nc(Cc2ccccc2Cl)no1)CC1CCOCC1	1.1
COc1ccc(OC(=O)CN(C(C)=O)c2ccccc2)cc1	6.8
CC(=O)Nc1ccc(-c2c[n+]3cc(I)ccc3n2C)cc1	-11.4
COc1ccc(N=Cc2sc3ccccc3c2Cl)cc1	-4.8
O=C1c2ccccc2OC2Sc3ccccc3N12 (configuration not stated)	-5.9
CCN(CC)c1cc(C)c2cc(NC(=O)c3cc(OC)cc(OC)c3)ccc2n1	-0.2

# More compounds
Structure	RBX1-CUL1 inh
O=C(Nc1cc(Cl)ccc1Cl)c1cc(-c2ccc3c(c2)OCO3)nc2ccccc12	0.6
COc1ccc(C2OCC3(CO2)SC(=O)NC3=O)cc1 (configuration not stated)	8.2
COc1cccc(Oc2ccc(C(F)(F)F)cc2NC(=O)c2ccc(O)c(OC)c2)c1	-2.1
CC(=O)N1CCC(Oc2ccc(Cl)cc2C(=O)N(C)C(C)c2ccncn2)CC1 (configuration not stated)	6.8
Cc1ccccc1CN1CCC(N2CCCC(C(=O)NCc3cccnc3)C2)CC1 (configuration not stated)	-0.3
CCOc1ccccc1NC(=O)CCS(=O)(=O)c1ccc2c(c1)oc(=O)n2C	-1.8
Cc1c(C#N)c(=O)ncn1C(C)C	9.0
Cc1ccccc1NC(=O)CN1C(=O)S/C(=C/c2cccc(F)c2)C1=O	12.2
CN1CCC(Nc2ccc(C(=O)NCCC3CCCCN3C)cn2)CC1 (configuration not stated)	1.4
CCOC(=O)C1=C2Oc3ccc(Cl)cc3N2C(=O)C(=NC(=O)c2ccccc2)C1	3.6
N#Cc1c(-c2cccs2)cc(-c2cccs2)nc1SCC(=O)Nc1nc2ccccc2s1	2.8
C=CCN1CCN(C(=O)c2cc(Cl)ccc2Cl)CC1	9.2
CCC(=O)N1CCc2cc(Br)cc(S(=O)(=O)CCC(=O)NCc3ccc(F)cc3)c21	-5.0
O=C(CCN1CCCC1)Nc1c2c(cc3c1CCC3)CCC2	-2.6
CC(C)(C)C1=NC(=NC(=O)C23CC4CC(CC(C4)C2)C3)SC1	12.5
CN(C)c1nc(N(C)C)nc(N2CC(=O)N(c3ccccc3)C2=N)n1	-17.2
Cc1ccc(C(=O)CSc2nc(C)cc(C)c2C(=O)Nc2cccc(C)c2)cc1	-3.0
CCOC(=O)c1c(C)nc(C)nc1NC(=O)CC	4.1
CCOC(=O)C1=C(C)N=c2s/c(=C/c3cn[nH]c3-c3ccccc3)c(=O)n2C1c1ccc(O)cc1 (configuration not stated)	8.2
CC(C)N(C(=S)Sc1cccc2ccccc12)C(C)C	-6.4

# New compounds follow:
Structure	RBX1-CUL1 inh
CCOc1ccc(CCNC(=O)Cn2nnc(-c3ccc(C(F)(F)F)cc3)n2)cc1OCC	-4.8
CCOc1ccc(NC(=O)CSc2nnc(CNc3ccc(F)cc3)o2)cc1	-1.9
CCCCOc1ccc(S(=O)(=O)N2CCN(c3cccc(C)c3C)CC2)cc1	-8.0
Cc1ccc(CN(Cc2ccco2)C(=O)COc2cc(C)c(Cl)c(C)c2)cc1	-3.8
CC(Oc1ccc(Cl)cc1)C(=O)N1CCOCC1 (configuration not stated)	-11.7
Cc1ccc(CNC(=O)CCc2nc3cccnc3n2Cc2ccccc2)cc1	-1.3
Cc1ccc2[nH]c(=O)c(-c3cc(-c4ccccc4)c4cc(Cl)ccc4n3)c(-c3ccccc3)c2c1	4.6
N#Cc1c(-c2ccccc2)cc(Nc2cccc(C(F)(F)F)c2)n2c1nc1ccccc12	1.3
O=C(c1c[nH]c2ccccc12)N1CCC(N2CCC(C(=O)N3CCCC3)CC2)CC1	-6.7
COCCn1cnc2cc(NC(=O)C3CCCCC3)cc(C(=O)N3CCN(C(C)=O)CC3)c21	5.0
Cc1cccc(OCC(=O)Nc2ccc(-c3nc4ccccc4o3)cc2)c1C	2.9
CCCSc1nc(N)ns1	9.7
C#CCOc1ccc(/C=C2\ON(c3ccccc3)N=C2C)cc1Br	5.4
Cc1nc2cccnc2n1C1CCN(C(=O)Nc2ccc(Cl)cc2)CC1	-3.7
COc1ccc(-c2nn3c(C)nnc3s2)cc1OC	-5.0
Cc1cccc(NC(=O)C2C3CCC=CCC/C=C/CCC32)c1 (configuration not stated)	-5.4
CCCCN(CCCC)CCCNC(=O)c1cc(-c2ccc(Cl)s2)nc2ccccc12	1.9
COC(=O)C1=C(C)N=C2SC(C#N)C(=N)N2C1c1cc(OC)c(OC)c(OC)c1 (configuration not stated)	2.8
C/C(=N\NC(=O)c1cccs1)c1cc(Cl)ccc1Cl	-8.8
COc1cc(OC)c(C(=O)Nc2cc(C(F)(F)F)ccc2Cl)cc1OC	0.2
CN(Cc1nc(-c2ccccn2)no1)C1CCOC1 (configuration not stated)	0.9
CC(C)(C)C(=O)Nc1ccc(C(=O)N/N=C/C2CC3C=CC2C3)cc1 (configuration not stated)	8.1
CCCC1CCc2c(sc(NC(=O)OCC)c2C#N)C1 (configuration not stated)	0.2

# Assay outcomes from PubChem.
